From PubChem BioAssay
NPYLR7 ag: mosquito NPYLR7 agonism; HEK293T NPYLR7/Galpha15, GCaMP6s calcium fluorescence; activation, % at 10 µM; 270,000 tested, 0.15% active; AID 1259423; in the data active = activation above about 40%;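 note: 0% = vehicle and 100% = reference agonist at the receptor; some compounds past the cut are filed as inactive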
mcGAS lum: blocks mouse cGAS activity; Q8C6L5; recombinant cGAS, Kinase-Glo ATP depletion luminescence; inhibition, % at 12.5 µM; 160,000 tested, 0.15% active; AID 1259399;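 note: 0% = negative control wells and 100% = reference inhibitor with no enzyme activity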
hcGAS inh: inhibitors of human cGAS. recombinant h-cGAS, ATP depletion, Kinase-Glo luminescence. inhibition, % at 12.5 µM. Q8N884. AID 1259398. 290,000 tested, 0.081% active;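 note: 0% = vehicle reaction and 100% = reaction without DNA for no activity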
Target sequence (Q8N884 whole entry, looked up): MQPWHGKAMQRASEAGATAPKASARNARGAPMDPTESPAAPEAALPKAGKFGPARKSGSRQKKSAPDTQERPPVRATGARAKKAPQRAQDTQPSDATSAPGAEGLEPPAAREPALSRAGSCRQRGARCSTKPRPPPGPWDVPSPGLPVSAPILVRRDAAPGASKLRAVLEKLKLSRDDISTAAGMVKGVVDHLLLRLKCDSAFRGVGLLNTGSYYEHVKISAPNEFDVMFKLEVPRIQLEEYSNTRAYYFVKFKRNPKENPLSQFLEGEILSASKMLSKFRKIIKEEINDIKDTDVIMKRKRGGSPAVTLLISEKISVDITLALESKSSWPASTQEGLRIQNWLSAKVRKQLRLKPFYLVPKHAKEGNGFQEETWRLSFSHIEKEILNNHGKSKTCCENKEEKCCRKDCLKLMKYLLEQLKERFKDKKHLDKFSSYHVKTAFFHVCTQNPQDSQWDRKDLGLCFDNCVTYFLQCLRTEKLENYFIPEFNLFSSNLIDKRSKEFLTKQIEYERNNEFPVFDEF
Numbers without * were called inactive; · = not tested or not shown; & = joins results of further samples. Cut-off read from the data, not from the text of the source, unless noted: active = inhibition above about 40%; inactive = the rest.

SMILES | NPYLR7 ag | mcGAS lum | hcGAS inh
C=CCOc1ccc(Oc2cc(C)nc(SC)n2)nn1 | -4 | · | -1
OC(COCc1cccs1)Cn1nnc(-c2ccccc2)n1 (stereo unspecified) | 4 | · | -6
Cc1n[nH]c(=O)c2c(NC(=O)CSc3nnc(NC4CC4)s3)oc(C)c12 | 8 | · | -7
CC(COc1ccccc1)NC1CCN(S(=O)(=O)c2ccccc2)CC1 (stereo unspecified) | -1 | · | -3
CCOc1ccccc1CNc1nnnn1C | 16 | · | -10
Cc1ccc(N2CC(C)Cn3c2nc2c3c(=O)n(CC(=O)OCc3ccccc3)c(=O)n2C)cc1 (stereo unspecified) | -1 | -3 | 12
CCOC(=O)c1nn(-c2cccc(C(F)(F)F)c2)cc1O | -1 | · | 1
COCCNC(=O)C1(C)CCCN(Cc2ccc3ccccc3n2)C1 (stereo unspecified) | 6 | -2 | 0
CC(=O)Nc1ccc(OC(F)(F)C(F)F)c(NC(C)=O)c1 | 0 | · | -7
CC(C)(C)c1ccc(-n2c(=O)[nH]c3c(C(N)=O)nc(-c4ccc(F)cc4)nc32)cc1 | -5 | -8 | -11
O=C1NC(=S)NC(=O)C1=Cc1ccccc1F | 0 | -4 | -5
CCc1nc2ccc(C(=O)N3CCN(C(C)=O)CC3)cn2c1N(C)CCCc1ccccc1 | 16 | -3 | -6
COc1cccc(C2CCCCN2Cc2nc(COc3ccccc3)no2)c1 (stereo unspecified) | 22 | · | -6
CCCc1c(C(=O)N(C)Cc2ccccc2)cnn1-c1cccc(C)c1 | 35 | -4 | -4
O=C(NCCN1CCN(c2nc(Cc3ccc(F)cc3)ns2)CC1)c1ccc([N+](=O)[O-])cc1 | -3 | -4 | -4
CC(C)Cc1cc(CNC(=O)c2c(O)cccc2O)on1 | -4 | -16 | -4
CC(=O)Nc1c2c(nn1CC(=O)NCc1ccc(F)cc1)CSC2 | -4 | -2 | -5
O=c1c2cnc(N3CCOCC3)nc2ccn1CCN1CCOCC1 | 1 | · | 5
CCn1c(Cc2ccccc2)nnc1SCc1ccc(C(=O)NCc2cccc(C(F)(F)F)c2)cc1 | 3 | -4 | -8
CN(CCc1cnn(C)c1)c1nc2nonc2nc1N1CCOCC1 | 15 | · | -7
CC1(C)[C@H]2CC[C@@H](CNC(=O)c3ccc[nH]c3=O)[C@@H]1C2 | 10 | · | 1
COc1cc(OC)c(C2Nc3ccccc3N=C3CC(C)(C)CC(=O)C32)cc1OC (stereo unspecified) | -4 | · | -4
CCOC(=O)c1c(N)sc(C(=O)OC)c1C | 6 | -2 | -2
CCS(=O)(=O)c1ccc(NCc2cc3c(cc2Br)OCO3)cc1 | 7 | · | -6
CNC(=O)[C@@]1(OCc2ccccc2F)CC(OCc2ccc(C#N)cc2)[C@H](O)[C@H](O)C1 (stereo partly specified) | · | -6 | -6
The list goes on:
SMILES | NPYLR7 ag | mcGAS lum | hcGAS inh
Cc1cc(CNc2cc(Cl)ccc2Cl)no1 | 1 | · | -7
Cn1c2ccccc2n2c(=S)[nH]nc12 | -5 | · | -10
CC(C)(C)NC(=O)NC(=O)CN1CCCC1CC(=O)c1ccco1 (stereo unspecified) | 0 | · | -8
O=C(c1ccco1)N1N=C(c2ccc(Cl)cc2)CC1c1ccc2nccnc2c1 (stereo unspecified) | 1 | -9 | -8
Cc1nc(C)c(Cc2cccc(C(F)(F)F)c2)c(N2CCN(S(=O)(=O)c3ccc(F)cc3)CC2)n1 | 2 | -4 | -1
COc1ccc(-c2cnc(-c3ccc(CNC(=O)c4cccnc4Sc4ccccc4)cc3)[nH]2)cc1 | 4 | -5 | -4
CC(C)C(C(=O)N1CCOC(COc2ccc(F)cc2)C1)c1ccccc1 (stereo unspecified) | 22 | · | 0
CC(C)N1CCC(CNC(=O)CC2=CCCCC2)C1 (stereo unspecified) | 23 | · | -4
COc1ccc(NC(=O)CCC2CCN(C(=O)c3ccc(OC)o3)CC2)c(OC)c1 | 8 | · | -10
COc1cccc(NC(=O)c2c(C)oc(C)c2-c2ccc(C)cc2)c1 | 50 | -4 | -6
Cc1ccc(NC(=O)C2(C)CCN2C(=O)c2ccco2)cc1 (stereo unspecified) | 1 | · | -13
COc1ccc(N2CC(C(=O)Nc3cc(-c4cccs4)nn3-c3nc(C)cc(=O)[nH]3)CC2=O)cc1 (stereo unspecified) | 0 | · | -4
COc1ccc(-c2cnc3ncnn3c2N2CCCN(S(=O)(=O)c3ccccc3C(F)(F)F)CC2)cc1 | -1 | -5 | 1
COc1ccc(C(=O)N2CCN(c3ncccc3C(=O)NCCc3ccc(OC)c(OC)c3)CC2)cc1F | 20 | -7 | -6
CCOc1ccc(C(=O)Cn2nc(-c3ccco3)c3sc(C)nc3c2=O)cc1 | 0 | -8 | 0
CC(C)CC(=O)N1CCC(CN2C(=O)CSC2c2ccc(Cl)c(Cl)c2)CC1 (stereo unspecified) | 1 | -5 | -5
Cc1cn(S(=O)(=O)c2cc([N+](=O)[O-])ccc2C)cn1 | 1 | 1 | 4
CCCCN(CC(=O)N1c2ccccc2-n2cccc2C1c1ccc(OC)cc1)C(=O)Nc1cc(OC)cc(OC)c1 (stereo unspecified) | -6 | -3 | -1
CN(C)CC(O)COc1ccc(CN2CCN(c3cccc(Cl)c3)CC2)cc1 (stereo unspecified) | -3 | · | -5&-5
Nc1nc(NCCO)cc(-c2cc3ccccc3o2)n1 | -8 | -1 | 0
Cc1ccc(C(=O)CCC(=O)n2nc(N)c3ccccc32)cc1 | 3 | · | -6
O=C(Cc1ccc(F)cc1)NCc1cc(-c2cc3ccccc3o2)on1 | 4 | -7 | -12
COc1ccc(CCN(C)c2cc(Cl)nc(SCC(=O)NCCCN3CCOCC3)n2)cc1OC | 37 | -6 | -5
Cn1cc(C(=O)NCc2csc(N3CCCC3)n2)ccc1=O | -3 | · | -7
CSc1nc2c(c(=O)n(C)c(=O)n2C)n1Cc1ccccc1Cl | 1 | · | -3

As entered above.
Under NPYLR7 ag, O=C1NC(=S)NC(=O)C1=Cc1ccccc1F is entered as 0
Under hcGAS inh, COc1ccc(-c2cnc(-c3ccc(CNC(=O)c4cccnc4Sc4ccccc4)cc3)[nH]2)cc1 is entered as -4
Under NPYLR7 ag, COc1ccc(NC(=O)CCC2CCN(C(=O)c3ccc(OC)o3)CC2)c(OC)c1 is entered as 8
Under NPYLR7 ag, CN(CCc1cnn(C)c1)c1nc2nonc2nc1N1CCOCC1 is entered as 15
Under hcGAS inh, Cc1nc(C)c(Cc2cccc(C(F)(F)F)c2)c(N2CCN(S(=O)(=O)c3ccc(F)cc3)CC2)n1 is entered as -1
Under NPYLR7 ag, CCS(=O)(=O)c1ccc(NCc2cc3c(cc2Br)OCO3)cc1 is entered as 7
Under NPYLR7 ag, CN(C)CC(O)COc1ccc(CN2CCN(c3cccc(Cl)c3)CC2)cc1 (stereo unspecified) is entered as -3

(more compounds)
SMILES | NPYLR7 ag | mcGAS lum | hcGAS inh
Cc1ccc(C)c(NC(=O)CC(=O)N(C)C(C)c2ccncn2)c1 (stereo unspecified) | 26 | 0 | 2
COc1ccccc1/C=C/C1Nc2ccccc2C(=O)N1C1CC1 (stereo unspecified) | -32&-1 | · | 4&-2
CCSc1nnc(NC(=O)Cc2ccccc2Cl)s1 | 7 | -7 | 3
C/C=C(/C(=C/C)c1ccc(O)cc1)c1ccc(O)cc1 | -7&-2 | -5 | -4&-3
CCCCN(Cc1cccn1Cc1cccc(C)c1)C(=O)CN(CCOC)C(=O)C(CC)c1ccccc1 (stereo unspecified) | -3 | -4 | -8
CC(C)c1ccccc1N1C(=O)CSC1c1ccc(NC(=O)c2ccc(Br)cc2)cc1 (stereo unspecified) | · | -9 | -10
Cn1cnnc1SCC(=O)N1CCCCCC1 | -7 | · | -5
CN(Cc1ccc(C#N)cc1)c1nccn2cnnc12 | 9 | · | -8
COc1ccc(C(C)=O)cc1Cn1c(C)c(C(=O)NCc2ccc(C(C)C)cc2)sc1=O | 2 | · | -3
COc1ccccc1-n1c(-c2ccc(Cl)cc2)cc(C(=O)NCc2ccco2)c1C | · | 0 | 8
Cc1cc(C(=O)N2CCN(C)C(=O)C2C)c2cnn(C(C)C)c2n1 (stereo unspecified) | 4 | · | -5
CCOc1cccc(CN(C(=O)C2(C)CC2)C2CC2)c1 | -2 | -2 | -1
COc1cccc(F)c1C(=O)N1CCC(Cc2cccc(C(=O)O)c2)CC1 | 4 | · | -3
C=CCNc1ccccc1C(=O)N1[C@@H]2CC[C@H]1CC(O)C2 (stereo partly specified) | 1 | · | -2
CC[C@H]1CN(c2cc(C)nc3ccccc23)CC[C@@]1(C)O | -7 | -2 | -1
CCC(=O)N1C2C=CC(C2)C1(C(F)(F)F)C(F)(F)F (stereo unspecified) | 3 | · | -2
Cc1cccc(C(=O)N2CCSCC2)c1NC(=O)c1cccnc1 | 9&-3 | · | -7&9
CSc1ncccc1C(=O)N1CCN(c2nccc(-c3ccc(N4CCOCC4)cc3)n2)CC1 | 16 | -4 | 0
COCCCN(CC(=O)Nc1cc(C(C)(C)C)nn1-c1ccc(C)cc1)C(=O)Nc1ccc(C(F)(F)F)cc1 | · | 2 | 0
O=S(=O)(c1ccc(N2CCCC2c2ccc3c(c2)OCCO3)nc1)N1CCOCC1 (stereo unspecified) | 0 | · | 0
Cc1nc2ncccn2c1C(=O)N(CC1COc2ccccc2O1)C(C)C (stereo unspecified) | -1 | -16 | -3
COC(=O)COc1ccc2c(c1)C(=O)c1cc(OCC(=O)OC)ccc1-2 | -8 | 3 | 3
CCn1ncnc1C1CC(=O)Nc2cc3c(cc21)CCc1ccccc1N3 (stereo unspecified) | 6 | -16 | 2
CCC1CN(Cc2ccc(Cn3cccn3)cc2)CCN1C(C)C (stereo unspecified) | -6 | · | -6
Cc1sc2nc(CCc3ccccc3)nc(N(C)Cc3ccco3)c2c1C | · | -9 | -9

Seven records drawn at random from those above, as already listed:
SMILES | NPYLR7 ag | mcGAS lum | hcGAS inh
O=C1NC(=S)NC(=O)C1=Cc1ccccc1F | 0 | -4 | -5
Cc1n[nH]c(=O)c2c(NC(=O)CSc3nnc(NC4CC4)s3)oc(C)c12 | 8 | · | -7
CC[C@H]1CN(c2cc(C)nc3ccccc23)CC[C@@]1(C)O | -7 | -2 | -1
CC1(C)[C@H]2CC[C@@H](CNC(=O)c3ccc[nH]c3=O)[C@@H]1C2 | 10 | · | 1
COc1ccccc1/C=C/C1Nc2ccccc2C(=O)N1C1CC1 (stereo unspecified) | -32&-1 | · | 4&-2
CC(=O)Nc1ccc(OC(F)(F)C(F)F)c(NC(C)=O)c1 | 0 | · | -7
CC(C)(C)c1ccc(-n2c(=O)[nH]c3c(C(N)=O)nc(-c4ccc(F)cc4)nc32)cc1 | -5 | -8 | -11

(next part)
SMILES | NPYLR7 ag | mcGAS lum | hcGAS inh
COc1cc(Cl)cc(/C=N\Nc2nc(N3CCOCC3)nc(N3CCOCC3)n2)c1O | 3 | -6 | -5
O=C(NCCS(=O)(=O)N1CCCC1)c1cccc(-n2cccn2)c1 | 9 | -4 | 4
Cn1c(=O)oc2cc(S(=O)(=O)N3CC(c4ccccn4)C3)ccc21 | 9 | · | -2
Cc1ccccc1CN(C)C(=O)NC(C)c1ccccn1 (stereo unspecified) | -2 | -6 | -15
CCOC(=O)C1=C(C)N=c2s/c(=C/c3ccco3)c(=O)n2C1c1ccccc1Cl (stereo unspecified) | 1 | · | 4
CC(C)CCNC(=O)C1CCN(C(=O)N(C)C)CC1 | · | 3 | 15
Cc1ccc(CN(Cc2ccco2)C(=O)Nc2ccc3c(c2)CCC3)s1 | 6 | · | -7
Cc1cc(NC(=O)Cc2ccccc2)n(C(C)C)n1 | · | -8 | -6
O=C(CCN1CCN(S(=O)(=O)N2CCCC2)CC1)Nc1ccccc1F | 1 | · | 2
O=C(NCC1Cc2cc(F)cc(F)c2O1)c1ccccc1Br (stereo unspecified) | 0 | -9 | 2
CCCCCCCC1(C)NC(=O)N(CC(O)COc2cccc(C(C)=O)c2)C1=O (stereo unspecified) | 0 | · | -3
O=C(CC1COCCN1)NCCC(c1ccccc1)c1ccccc1 (stereo unspecified) | -4 | · | 1
COc1ccc([C@H]2[C@@H](C(=O)NCCNc3ccc([N+](=O)[O-])cn3)c3ccccc3C(=O)N2Cc2ccccc2)cc1 | -1 | -5 | -3
CC(C)COc1nc(-c2cccc(C(F)(F)F)c2)n(-c2ccc(NC(=O)c3cccs3)cc2)n1 | 26 | -4 | -7
CCc1cc(C(=O)N[C@@H]2CCOC[C@H]2OCC2CCC2)on1 | · | -6 | -6
CCCC(=O)N1CCCC1(C)C(=O)NCc1c(F)ccc(C)c1F (stereo unspecified) | -1 | · | -12
C#CCOc1c(Br)cc(Br)cc1CO | 0 | · | 3
COCCN(Cc1ccc(OC)c(OC)c1)Cc1ccc(C(C)(C)O)o1 | -8 | 0 | -3
CCC1CCc2c(sc3nc[nH]c(=O)c23)C1 (stereo unspecified) | -1 | · | -7
CO[C@H]1[C@H](NC(=O)COc2ccccc2)c2ccccc2C12CCN(C(=O)c1c(C)noc1C)CC2 | 16 | -10 | -8

6 structures from above, sorted by formula weight, falling.
SMILES | NPYLR7 ag | mcGAS lum | hcGAS inh
COc1ccc(-c2cnc3ncnn3c2N2CCCN(S(=O)(=O)c3ccccc3C(F)(F)F)CC2)cc1 | -1 | -5 | 1
COc1ccccc1-n1c(-c2ccc(Cl)cc2)cc(C(=O)NCc2ccco2)c1C | · | 0 | 8
Cc1nc2ncccn2c1C(=O)N(CC1COc2ccccc2O1)C(C)C (stereo unspecified) | -1 | -16 | -3
Cc1ccc(C)c(NC(=O)CC(=O)N(C)C(C)c2ccncn2)c1 (stereo unspecified) | 26 | 0 | 2
CCOc1cccc(CN(C(=O)C2(C)CC2)C2CC2)c1 | -2 | -2 | -1
CCC1CCc2c(sc3nc[nH]c(=O)c23)C1 (stereo unspecified) | -1 | · | -7
